p53 reactivator: re-activators of mutant p53. H1299 p53-A138V BP100-luciferase reporter, luminescence, 24 h. Potency, µM (highest dose often 92.2 µM), inactives show at the highest dose activity change, positive = activation, actives largely listed as activators. 320,000 tested, 0.063% active. AID 504706; note: potency is the fitted concentration of half-maximal effect; % of control where 0% means no effect; nearly all actives have a fitted effect of over 45% in size
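H1299 (p53-null), stable ts p53-A138V + BP100-Luc; 1000 cells/well, Opti-MEM/10% FBS; cpd 4 pt, 1:5; 24 h, 37 deg C, 5% CO2; detection reagent 10 min RT; luminescence.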
PTAP TSG101 blk: blocks PTAP/TSG101 interaction to inhibit HIV-1 budding | Q99816 | Fluorescence polarization, FITC-PTAP peptide / Tsg101 binding | Potency, µM (doses to about 115 µM), for the others: at the top dose activity change, negative = inhibition, hits mostly inhibitors | 340,000 tested, under 10 active | AID 493005; active = well fitted inhibition curve with a large enough effect in the main read-out, with a control signal flat, not every such curve was filed as active; inconclusive = small, poorly fitted or top-dose-only effect, or effect the other way, or a change in a side signal; inactive = no such curve, though single readings can be large or run the other way; note: potency is the fitted concentration of half-maximal effect; % of control where 0% means no effect
Target sequence (Q99816 whole entry, looked up): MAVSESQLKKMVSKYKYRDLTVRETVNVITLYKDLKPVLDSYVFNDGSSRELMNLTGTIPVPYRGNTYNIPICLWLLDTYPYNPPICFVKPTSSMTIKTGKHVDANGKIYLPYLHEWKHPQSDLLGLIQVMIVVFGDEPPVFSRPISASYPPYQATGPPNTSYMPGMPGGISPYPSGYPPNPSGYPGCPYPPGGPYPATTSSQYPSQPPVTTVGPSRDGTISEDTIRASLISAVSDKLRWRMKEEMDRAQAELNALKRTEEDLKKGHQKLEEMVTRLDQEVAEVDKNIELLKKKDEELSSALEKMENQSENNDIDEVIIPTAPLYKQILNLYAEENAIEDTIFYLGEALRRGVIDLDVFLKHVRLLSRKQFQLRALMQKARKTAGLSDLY
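Fluorescence anisotropy tracks displacement of a FITC-tagged PTAP peptide (50 nM) from the Tsg101 binding domain (10 uM), following a 20 min room-temperature incubation at pH 7.5.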
BRCA1 expr up: increases BRCA1 expression; 380,000 tested, 1.1% active; Potency, µM (series often up to 46.1 µM), without a hit: top-dose activation, hits mostly activators; AID 624202; MCF7-BRCA1-FFLuc reporter, luminescence, 48 h; response scale: scaled: vehicle 0%, 10 µM genistein 100%; note: potency is the fitted concentration of half-maximal effect; nearly all actives have a fitted effect of over 80% in size; some results filed as inactive show a strong effect at the top dose
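Luminescence from a BRCA1-driven firefly luciferase in MCF7 cells was the read-out, taken 15 min after substrate addition following 48 h compound exposure at 37 °C. Data were normalized to a 10 microM genistein control and DMSO vehicle.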
Integrin act MD: activates integrin-mediated alleviation for muscular dystrophy | alpha7betagal myoblasts, beta-gal FDG fluorescence, 48 h | Potency, µM (series often up to 38.3 µM), for inactives: top-dose activation, usual class: activators | 350,000 tested, 0.064% active | AID 624291;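 note: potency is the fitted concentration of half-maximal effect; 100% = response of the positive control SU9516; nearly all actives have a fitted effect of over 60% in size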
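alpha7betagal+/- myoblasts (passage 13, 250/well) treated 48 h at 37C with compounds at 1:260 dilution of DMSO stock. Lysed, then beta-galactosidase activity read as FDG fluorescence (ex 480/em 540) after 30 min, with pre-read for autofluorescence.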
TRPV1 agonist: agonists of human vanilloid receptor 1 (TRPV1); Q8NER1; TRPV1-expressing cells, Fluo-8 calcium influx, agonist mode; activation, % at 8.33 µM; 320,000 tested, 0.19% active; AID 540275; in the data active = activation above about 80%; inconclusive = between about 30% and that limit; note: 0% is about no effect
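Cells expressing TRPV1 were dye-loaded with Fluo-8 and read kinetically: 10 s baseline, 3 min after compound (agonist portion), then 2 min after EC20 capsaicin (allosteric enhancer portion). Calcium-bound dye fluorescence at 480/520 nm.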
MLL CXXC-DNA inh: blocks binding of human MLL CXXC domain to DNA | 290,000 tested, 0.037% active | Potency, µM (top dose mostly 115 µM), for the others: at the highest dose activity change, negative = inhibition, most hits filed as inhibitors | MLL-CXXC / FITC-HOXA9 DNA fluorescence polarization | Q03164; active = well fitted inhibition curve with a large enough effect in the polarisation, with a control signal flat, not every such curve was filed as active; inconclusive = small, poorly fitted or top-dose-only effect, or effect the other way, or a change in a side signal; inactive = no such curve, though single readings can be large or run the other way; the % refers to the polarisation; note: potency is the fitted concentration of half-maximal effect
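Steps: dispense CXXC domain solution (7 uM) → pin compounds or unlabeled HOX-A9 DNA control → 5 min ambient → add FLSN-HOX-A9 solution (50 nM) → spin → 30 min ambient → fluorescence polarization. Tris pH 7.5/NaCl/DTT/BSA buffer.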
A-T KAP1 phos: candidate therapy for ataxia-telangiectasia | 320,000 tested, 0.19% active | […] A-T fibroblasts, KAP-1 phosphorylation AlphaLISA; neocarzinostatin DNA damage 30 min before lysis | Potency, µM (top dose mostly 57.5 µM), for inactives: top-dose activation, actives largely listed as activators; note: potency is the fitted concentration of half-maximal effect; % of control where 0% means no effect; nearly all actives have a fitted effect of over 45% in size
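ATM-like activity read as KAP-1 phosphorylation via AlphaLISA donor/acceptor antibody pairs after lysis and 6 hr at 25C. Cells were ATM-null patient fibroblasts ([…], hTERT), dosed 60 min, then exposed to the DSB inducer NCS for 30 min.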
B2AR arrestin: agonists driving beta-arrestin recruitment to human beta2-adrenergic receptor. beta-arrestin recruitment to beta2AR, cell-based reporter. P07550. 330,000 tested, 0.02% active. Potency, µM (titrated, usually from 46.1 µM), inactives show top-dose activation, most hits filed as activators;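 note: potency is the fitted concentration of half-maximal effect; 0% = DMSO controls and full agonism = EC100 isoproterenol or metaproterenol; nearly all actives have a fitted effect of over 65% in size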
Target sequence (P07550 whole entry, looked up): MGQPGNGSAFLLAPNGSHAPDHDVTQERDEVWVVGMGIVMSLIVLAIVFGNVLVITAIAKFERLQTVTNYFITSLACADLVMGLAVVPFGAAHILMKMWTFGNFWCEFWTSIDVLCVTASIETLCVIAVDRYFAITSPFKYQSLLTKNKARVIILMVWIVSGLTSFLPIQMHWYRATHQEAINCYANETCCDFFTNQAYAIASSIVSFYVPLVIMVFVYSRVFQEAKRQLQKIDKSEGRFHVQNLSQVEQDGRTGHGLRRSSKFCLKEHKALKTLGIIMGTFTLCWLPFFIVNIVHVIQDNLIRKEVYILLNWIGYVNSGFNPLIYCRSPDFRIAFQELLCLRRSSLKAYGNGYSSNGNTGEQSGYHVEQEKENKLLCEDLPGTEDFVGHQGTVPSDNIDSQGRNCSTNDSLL
TCR act: T cell receptor activation | primary human leukocytes, anti-CD3, IL-2 HTRF, 48 h | Potency, µM (highest dose often 9.22 µM), for inactives: at the top dose activation of IL-2 secretion, actives largely listed as activators | 330,000 tested, under 10 active | AID 504894; note: % of control where 0% means no effect
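Primary human leukocytes were stimulated with a-CD3 beads plus compounds for 48 hr without co-stimulation; secreted IL-2 was quantified by HTRF using a-IL-2-K (europium cryptate) and a-IL-2-d2, excited at 320nm with acceptor emission read at 665nm.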
ELG1 DNA repair: blocks ELG1-dependent DNA repair in HEK293T cells | HEK293T ELG1-luciferase reporter, luminescence, 16 h; DNA damage induced by 5-fluorouridine | Potency, µM (highest dose often 46.1 µM), inactives show top-dose activity change, negative = inhibition, most hits filed as inhibitors | 330,000 tested, 2.3% active | AID 504467; note: potency is the fitted concentration of half-maximal effect; % is set by controls: 0 for no effect and ±100 for the full control effect; nearly all actives have a fitted effect of over 55% in size
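Quantitative HTS, concentration-response format. 2,000 cells/well co-treated with 5-fluorouridine and compound, 16 hr in 5% CO2 at 37 °C; ONE-Glo luminescence read after 30 min.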
* marks the source's active call; other numbers are inactive results; ? = inconclusive; · = not tested or not shown; [ ] = another dose, or the depositor's remark. Unless noted, calls come from the whole dose curve; as a rule, active = well fitted curve in the direction sought with a large enough effect; inconclusive = small, poorly fitted or top-dose-only effect, or another doubt; inactive = no such curve, though single readings can be large; an effect the other way counts as inactive or inconclusive.

Fields: A-T KAP1 phos	TRPV1 agonist	BRCA1 expr up	TCR act	p53 reactivator	PTAP TSG101 blk	Integrin act MD	MLL CXXC-DNA inh	B2AR arrestin	ELG1 DNA repair
> COc1ccc(Cc2noc(CN3CCN(Cc4csc(C)n4)CC3)n2)cc1OC
  1%	0	14%	0%	-2%	-3%	-14%	3%	-0.3%	-15%
> CCOc1ccc(CCNC(=O)CCc2nc(-c3ccc(OC)cc3)no2)cc1OCC
  5%	10	1%	-5%	2%	2%	8%	-7%	-0.3%	-23%
> C=CCOC(=O)C1=C[C@@H](c2coc3ccccc3c2=O)C[C@@H](OCCCCO)O1
  ·	·	-6%	2%	·	-2%	13%	·	·	·
> O=C(CCc1ccc(S(=O)(=O)NCCc2ccccc2)cc1)Nc1ccc2c(c1)OCCO2
  1%	-5	-23%	-2%[46.1 µM]	1%	-1%	?	16%	-0.6%	13µM*
> COCCN(C(=O)CSc1ncc(C(F)(F)F)cc1Cl)c1c(N)n(Cc2ccccc2)c(=O)[nH]c1=O
  -10%	-4	-11%	-2%	0%	-2%	-23%	6%	-0.2%	7%
> COc1ccccc1CNC(=O)Cc1ccc(Br)cc1
  ·	?	-17%	-2%[46.1 µM]	?	-2%	12%	1%	0.3%	0%
> CCOc1ccc(NC(=O)C2CCN(S(C)(=O)=O)CC2)cc1
  8%	5	3%	-4%	12%	-4%	16%	-1%	0.4%	8%
> COc1cccc(NC(=O)CSc2nnc3cc(C)nc(N)n23)c1
  1%	-1	-11%	-2%	1%	0%	-15%	2%	-1.1%	4%
> Oc1nc(Nc2cccc(Cl)c2)sc1/C=C1\C=Nc2ccccc21
  -5%	0	-80%	0%[46.1 µM]	7%	2%	-19%	15%	-0.3%	·
> S=C(NCCc1ccccc1)Nc1ccccc1N1CCOCC1
  2%	18	-27%	-2%	-3%	-5%	-21%	3%	0.9%	0%
> COc1ccc(NC(=O)CSc2nnc(CNC(=O)c3cccs3)o2)c(OC)c1
  -2%	-3	-11%	7%	-2%	-1%	-4%	-5%	-0.3%	5%
> CC(=O)Cn1c2ccccc2n2nc(CCC(=O)O)c(=O)nc12
  -1%	0	-71%	-1%	5%	-1%	10%	-1%	-0.3%	12%
> Cc1cccc2c1OCC/C2=N\NC(=O)COc1ccccc1
  7%	·	11µM*	-1%	6%	0%	-9%	-3%	-0.3%	?
> Cc1ccc2nc(NC(=O)C3CCCN(S(=O)(=O)c4cnc[nH]4)C3)sc2c1 (configuration not stated)
  19%	-5	?	-7%[46.1 µM]	?	-10%	19%	-10%	0.1%	?
> Cc1c(CC(=O)O)c(=O)oc2cc(OCc3ccc(F)cc3Cl)ccc12
  8%	-2	10%	4%	6%	0%	-5%	1%	0.3%	21%
> C=CCN(Cc1ccc(OC)c(OC)c1)C(=O)N1CCOCC1
  -17%	-1	-4%	2%	0%	0%	-10%	?	-1.0%	?
> O=C(COC(=O)/C=C/c1ccccc1[N+](=O)[O-])NC(=O)NC1CCCC1
  1%	-4	2%	-5%	8%	-1%	1%	·	-0.2%	-12%
> Cc1cn(C(=O)c2ccccc2)c(=S)n1-c1ccc(Br)cc1
  1%	9	-26%	-3%[46.1 µM]	18%	-1%	11%	5%	-0.1%	-11%
> COc1ccc2nc(SCC(=O)N3CC(=O)Nc4ccccc43)c(C#N)cc2c1
  5%	0	-84%[inhibitor]	13%	-1%	0%	-38%	31%[activator]	0.3%	16µM*
> O=C(CN1c2ccccc2Sc2ccccc21)NNC(=O)Nc1cccc(Cl)c1
  -11%	1	-77%	-6%	2%	-3%	18%	-18%	-0.1%	?
> CCOc1ccc(Cn2c(=O)oc3ccccc32)cc1
  -10%	7	-4%	-2%	5%	1%	-11%	2%	-0.1%	3%
> COc1ccc(OC)c(S(=O)(=O)N2CCC(C(=O)NCc3cccnc3)CC2)c1
  -3%	1	-3%	0%	-1%	-5%	-13%	-7%	-0.1%	3%
> COC(=O)COc1ccc(S(=O)(=O)N2CCCCCC2)cc1
  -2%	5	0%	5%	2%	-1%	-6%	5%	0.3%	16%
> CCC(=O)Nc1ccc(C(=O)OCc2ccc(Cl)c(Cl)c2)cc1
  2%	6	-2%	-1%	-6%	0%	-10%	1%	0.4%	13%
> N#CCC(=O)c1sccc1-n1cccc1
  5%	1	0%	2%	-3%	-1%	-16%	12%	0.1%	3%
> ClCCn1cnc2c(SCc3ccccc3Cl)ncnc21
  ·	·	87%	4%	·	0%	14%	·	·	·
> C#CC1(NC(=O)NC(C)(C)C)CCCCC1
  -5%	0	-1%	-6%	0%	-2%	-13%	4%	0.3%	-7%
> CN1Cc2c(N3CCOCC3)nc3sc(C(=O)c4ccc(Br)cc4)c(N)c3c2CC1(C)C
  44%	3	-74%	-5%	-12%	-2%	-70%[inhibitor]	10%	-0.7%	?
> COC(=O)C(C)Sc1nc2c(c(=O)n(C)c(=O)n2C)n1CCC(C)C (configuration not stated)
  4%	27	7%	1%	-7%	0%	7%	0%	-0.3%	-3%
> COc1ccc(S(=O)(=O)N2CCCC2C(=O)Nc2ccc(C)cc2)cc1 (configuration not stated)
  3%	0	13%	3%	-4%	-7%	3%	-5%	-0.5%	-26%
> CC(=O)c1c(C)[nH]c(C(=O)NC2=NCCS2)c1C
  9%	0	33%	·	?	-2%	14%	10%	-0.3%	?
> Nc1ccc(C2(c3ccc(N)cc3)C(=O)Nc3ccccc32)cc1
  0%	2	-93%[inhibitor]	-4%	0%	-6%	8%	-1%	-0.3%	-16%
> CC1(C)CN=C(N2CCN(c3ncnc4sc5c(c34)CCCC5)CC2)S1
  1%	7	·	·	-3%	·	·	2%	-0.3%	-7%
> CCC(C(=O)Nc1sc(C(N)=O)c(C)c1C(=O)OC)c1ccccc1 (configuration not stated)
  4%	6	-43%	4%	5%	-2%	0%	1%	0.0%	?
> CC(=O)c1cc(-c2ccc(F)cc2)n(CC(=O)NCc2cccs2)c1C
  6%	·	14%	-1%	0%	0%	6%	7%	0.1%	2%
> CC1CCN(S(=O)(=O)c2cccc(C(=O)N(Cc3ccccc3)c3ccccn3)c2)CC1
  1%	14	-27%	-3%	-3%	-3%	-16%	0%	-0.1%	?
> Cc1ccc(C)c(NC(=O)C(CC(=O)O)Cc2ccccc2)c1 (configuration not stated)
  3%	-4	-7%	·	-1%	-8%	5%	-10%	-0.3%	2%
> O=C(OCc1nnc(-c2ccccc2)o1)c1cn(-c2ccccc2)nc1-c1ccccc1
  14%	-1	2%	20%	15%	-4%	0%	15%	0.1%	?
> Cc1ccc(S(=O)(=O)n2ccc3c(OCCOCCNCc4ccc(F)cc4)cccc32)cc1
  -12%	1	-44%	-2%	-9%	-2%	-69%[inhibitor]	20%	0.2%	?
> COc1ccc(OC)c(S(=O)(=O)NC(C)c2cnn(-c3ccccn3)c2C)c1 (configuration not stated)
  -11%	14	-5%	11%	-3%	1%	?	15%	-0.3%	2%
> Cc1onc(-c2ccccc2)c1C(=O)n1cc(Br)cn1
  3%	2	-15%	-7%[46.1 µM]	-11%	-5%	-15%	-6%	-0.6%	6%
> CC1(C)CC(=O)C=C(/C=C/c2ccccc2)C1
  -2%	13	17%	-3%	13%	1%	-33%	·	0.2%	23%
> Cc1ccccc1COC(=O)c1cc([N+](=O)[O-])ccc1N1CCOCC1
  1%	19	-41%	1%	-6%	1%	21%	-14%	-1.0%	-16%
> O=C(CCS(=O)(=O)c1ccc(Cl)cc1)N1CCN(c2ccc(F)cc2)CC1
  14%	13	-11%	-2%	8%	-6%	-7%	·	0.5%	-11%
> O=C(c1ccc(S(=O)(=O)N2CCCCC2)cc1)N1CCN(c2ccccc2F)CC1
  10%	14	-20%	6%[46.1 µM]	4%	-1%	1%	-3%	1.7%	-19%
> Cc1ccc(-n2nnc3c(=O)n(CC(=O)c4ccccc4)cnc32)cc1
  3%	?	13%	5%	-1%	-2%	-13%	-4%	0.0%	3%
> Cc1cc(NC(=O)C(C)SCC(=O)Nc2ccccc2C(C)(C)C)no1 (configuration not stated)
  4%	0	-5%	-2%	-1%	0%	8%	·	-0.2%	-3%
> Cc1ccc(Nc2c([N+](=O)[O-])ccc3nonc23)c(C)c1
  -2%	-4	-26%	2%	-2%	-6%	21%	?	0.0%	3%
> Cc1ccc(O)c(NC(=O)c2noc3c2CCCCC3)c1
  8%	15	?	1%	?	-5%	14%	4%	0.0%	?
> CCCCCCN(C(=O)CCCCCN1C(=O)NC(c2ccc(-c3ccccc3)cc2)C(C(=O)OCc2ccccc2)=C1C)C(C(=O)NCCCC)c1ccc(O)cc1 (configuration not stated)
  -3%	2	·	·	0%	·	·	30%	-0.4%	8%
> O=C(N/N=C/c1ccc(N2CCOCC2)s1)c1ccc(NS(=O)(=O)c2cccs2)cc1
  -5%	0	18%	-11%	-4%	19%	?	45%[activator]	-0.1%	11%

No enrichment for hits. About 3.8% of those tested had a hit in this group.
